High-throughput results from PubChem.
DYRK1A inh – rat Dyrk1A kinase inhibitors, primary screen, biochemical, single point, plate reader. Dual specificity tyrosine-phosphorylation-regulated kinase 1A (Rattus norvegicus), Q63470. ADP-Glo luminescence, NFATc1 peptide. inhibition, % at 12.5 µM. 0.43% of 310,000 active. AID 504441, 2011; in the data active = inhibition above about 50%;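 note: plate controls were vehicle with enzyme for no effect and no enzyme for full effect; many of its hits are not listed in these tables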
KCNK3 block – human KCNK3 channel inhibitors, primary screen, CHO cells, FluxOR thallium flux, B-score; Potassium channel subfamily K member 3 (Homo sapiens), O14649; 0.84% of 340,000 active; B-score at 10 µM; FluxOR fluorescence; active compounds read low; AID 602410, 2012;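 active = B-score under library mean minus 4 SD, starting fluorescence ratio at most library mean plus 5 SD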;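 note: more negative B-score means stronger inhibition of thallium flux through KCNK3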
TMEM16A act – TMEM16A chloride channel activators or potentiators, primary screen, cell-based, HTS | HEK293 TMEM16A/YFP-H148Q/I152L, iodide quench fluorescence; active compounds read low | B-score at 10 µM | AID 623877, 2012 | 0.3% of 340,000 active | Anoctamin-1 (Mus musculus), Q8BHY3;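 active = fluorescence-ratio B-score plate-corrected deviation score at least 3 library SD below zero, with starting fluorescence score within 5 deviations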;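 note: channel opened by trigger with iodide after compound preincubation; score built on the fluorescence ratio of max minus min over baseline; more negative score means more quench and so TMEM16A activation or potentiation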
Target sequence (Q8BHY3 whole entry, looked up): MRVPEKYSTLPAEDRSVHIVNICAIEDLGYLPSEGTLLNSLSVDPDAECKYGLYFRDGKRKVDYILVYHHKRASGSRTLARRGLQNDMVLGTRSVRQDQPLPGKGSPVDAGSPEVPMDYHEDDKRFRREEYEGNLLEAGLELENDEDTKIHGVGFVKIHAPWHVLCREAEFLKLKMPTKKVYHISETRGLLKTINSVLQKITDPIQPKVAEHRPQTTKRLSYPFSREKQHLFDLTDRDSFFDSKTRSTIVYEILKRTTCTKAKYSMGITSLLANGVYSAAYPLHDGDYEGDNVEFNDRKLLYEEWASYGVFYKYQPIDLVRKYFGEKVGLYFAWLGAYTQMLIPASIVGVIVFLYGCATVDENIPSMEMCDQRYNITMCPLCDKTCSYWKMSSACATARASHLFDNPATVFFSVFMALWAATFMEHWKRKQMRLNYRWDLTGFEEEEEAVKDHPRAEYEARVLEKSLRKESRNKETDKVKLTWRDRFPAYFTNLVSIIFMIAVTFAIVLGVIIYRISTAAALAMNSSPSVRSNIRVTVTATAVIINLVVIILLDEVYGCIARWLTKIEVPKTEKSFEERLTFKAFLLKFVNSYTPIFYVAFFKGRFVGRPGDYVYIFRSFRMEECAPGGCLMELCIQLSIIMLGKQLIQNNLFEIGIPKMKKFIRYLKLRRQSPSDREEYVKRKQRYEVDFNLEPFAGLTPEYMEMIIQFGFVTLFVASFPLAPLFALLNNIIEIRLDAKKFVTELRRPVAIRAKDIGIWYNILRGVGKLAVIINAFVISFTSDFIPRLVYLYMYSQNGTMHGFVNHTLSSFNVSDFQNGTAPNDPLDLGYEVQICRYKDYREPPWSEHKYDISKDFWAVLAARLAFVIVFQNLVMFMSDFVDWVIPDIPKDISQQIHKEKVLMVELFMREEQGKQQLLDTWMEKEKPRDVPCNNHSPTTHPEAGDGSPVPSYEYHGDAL
* hit, by the source's call; i = inactive. Some of the compounds tested; the hit share may differ from the screen's.

#	SMILES	TMEM16A act	KCNK3 block	DYRK1A inh
1	Clc1ccc(CSc2ncnc3c2ncn3C2CCCCO2)cc1 (stereo not given)	i	i	-3.0
2	O=C(CNc1ccccc1N1CCCC1=O)Nc1cc(C(F)(F)F)ccc1-n1cncn1	i	i	6.3
3	COc1ccc(C(=O)OCC(=O)Nc2cccc(S(=O)(=O)N3CCCCCC3)c2)cc1[N+](=O)[O-]	i	i	0.8
4	Cc1ccc(-c2nnn(CC(=O)NC(=O)NC3CCCCC3)n2)cc1	i	i	2.8
5	Cc1ccc(C)[n+](CC(=O)N2CCCCC2)c1	i	i	1.6
6	Cn1cnc([N+](=O)[O-])c1S(=O)(=O)Oc1cccc2ccccc12	i	i	-1.6
7	CC(C)c1ccc(C=NNc2ccc([N+](=O)[O-])cn2)cc1	i	i	-3.9
8	Cn1c(CC(=O)NNC(=O)c2ccccc2[N+](=O)[O-])nc2ccccc21	i	i	-2.2
9	COc1ccccc1N1CCN(CCCCN2C(=O)C3CCCN3C2=O)CC1 (stereo not given)	i	i	-1.3
10	CCn1c2ccccc2c2nnc(SCN3C(=O)c4ccccc4C3=O)nc21	i	i	-2.1
11	CCc1ccccc1NC(=O)CNC(=O)c1cc(C2CC2)nn1-c1ccccc1	i	i	13.4
12	COc1ccc(/C=C/C(=O)N(CCC(N)=O)c2ccccc2)cc1S(=O)(=O)N1CCOCC1	i	i	-5.9
13	CC(C)CC1NC(=O)N(CC(=O)NC2CCCCC2)C1=O (stereo not given)	i	i	-1.3
14	CC(=NNc1nc2ccccc2o1)c1ncccn1	i	i	13.3
15	COc1cc(OC)cc(C(=O)N2CCN(C3CCC(C)CC3)CC2)c1 (stereo not given)	i	i	-1.7

Values in list order from the entries so far:
Entries 11–15 in DYRK1A inh read 13.4, -5.9, -1.3, 13.3, -1.7

Other entries.
#	SMILES	TMEM16A act	KCNK3 block	DYRK1A inh
16	Cc1cccc(C)c1-n1nnnc1SCC(=O)N1CCNC1=O	i	i	-9.0
17	O=C(CN1CCN(S(=O)(=O)c2ccc(Br)s2)CC1)NC1CCCCC1	i	i	4.1
18	Cc1c(NC(=O)CSc2nnc(C(C)N(C)C)n2-c2ccccc2)c(=O)n(-c2ccccc2)n1C (stereo not given)	i	i	-6.1
19	CCCn1c(SCC(=O)c2cc(OC)ccc2OC)nc2c1c(=O)n(C)c(=O)n2C	i	i	1.2
20	COc1ccccc1-c1sc2ccccc2c1-c1ccc(OCCN2CCCCC2)cc1	i	i	1.9
21	COc1cc(C(=O)C(=O)c2ccc(OC)c(OC)c2)ccc1O	i	i	2.4
22	CC(=O)Nc1cc(NC(C)=O)cc(C(=O)NCC2(N3CCOCC3)CCCCC2)c1	i	i	1.0
23	COc1cccc(CNCc2cccc(OC)c2O)c1O	i	i	1.3
24	O=C1[C@H](Oc2ccccc2)[C@@H](c2ccccc2)N1c1ccncc1	i	i	-5.0
25	O=C(C(=NNc1ccccc1)c1ccccc1)c1ccccc1	i	i	0.8
26	Cc1ccc(NCC(=O)N2CCN(S(=O)(=O)c3ccccc3)CC2)cc1F	i	i	7.9
27	O=C(CCN1CCN(c2ccccc2)CC1)NNC(=O)Cc1c(F)cccc1Cl	i	i	0.8
28	COc1cccc(/C=C2/SC(=S)N(CC(=O)Nc3nnc(C)s3)C2=O)c1	i	i	-3.2
29	CC(=O)NC(CC(C)C)C(=O)NC(Cc1ccccc1)C(=O)CCl (stereo not given)	i	i	-3.3
30	O=C(/C=C/c1ccc(Cl)cc1)OCC(=O)c1ccc[nH]1	i	i	-2.4

Continued.
#	SMILES	TMEM16A act	KCNK3 block	DYRK1A inh
31	CCOC(=O)CCCCC1C(CCCC(=O)OCC)C=NN1C (stereo not given)	i	i	4.8
32	O=C1N/C(=N/NC(=O)c2cccc3ccccc23)S/C1=C\c1ccccc1OCc1ccccc1	i	i	-4.2
33	O=C(c1ccccc1)C(CCc1ccccn1)CCc1ccccn1	i	i	2.2
34	Cn1nc(C(=O)NNC(=O)c2ccccc2Br)c2ccccc2c1=O	i	i	28.8
35	O=C(CNC(=O)c1cccc(S(=O)(=O)N2CCc3ccccc32)c1)Nc1ccccc1Br	i	i	3.5
36	CCc1ccc(C(=O)CN2C(=O)NC3(CCCCCC3)C2=O)cc1	i	i	2.3
37	CS(=O)(=O)c1ccc2nc(NC(=O)CCNC(=O)c3ccc([N+](=O)[O-])cc3)sc2c1	i	i	8.4
38	O=S(c1ccccc1)c1ccccc1	i	i	8.3
39	CN(C)CCC(C(=O)c1ccccc1)c1ccncc1 (stereo not given)	i	i	-6.8
40	CN1C(=O)N(CC(=O)N2CCN(c3ncccn3)CC2)C(=O)C12CCCCC2	i	i	5.8
41	O=C(N/N=C/c1cccc(O)c1)c1ccc(-n2cnnn2)cc1	i	i	9.8
42	COc1cc(N)c2ncccc2c1Br	i	i	0.9
43	Cn1nc(C(=O)NC2CCCC2)c2ccccc2c1=O	i	i	0.1
44	O=C(O)c1cc(-c2ccc(/C=C3/SC(=S)N(Cc4ccccc4)C3=O)o2)ccc1Cl	i	i	9.5
45	Cc1ccc(S(=O)(=O)N2CCN(CCOc3ccccc3)CC2)cc1	i	i	-3.3

Going on with the list.
#	SMILES	TMEM16A act	KCNK3 block	DYRK1A inh
46	CC(C)(C)OC(=O)N(Cc1ccccc1)Cc1ccccc1OCc1ccc(NC(=O)C2CCC2)cc1	i	i	-1.9
47	CCN(C(=O)COC(=O)c1cccc(S(=O)(=O)N(C)C)c1)c1c(N)n(Cc2ccccc2)c(=O)[nH]c1=O	i	i	-2.5
48	CCC1(c2ccccc2)SCC(c2ccccc2)=NC1=O (stereo not given)	i	i	-4.4
49	CCCCCCSc1ccc(-c2nc3ccc(Cl)cn3c2NCCCC)cc1OC	i	i	-4.7
50	COc1ccc(N(CC(=O)NC2CCS(=O)(=O)C2)S(=O)(=O)c2ccc(Cl)c(Cl)c2)cc1 (stereo not given)	i	i	16.6
51	COc1cc(NS(=O)(=O)c2cc(NC(C)=O)ccc2OC)c(OC)cc1NC(=O)c1ccccc1	i	i	-4.1
52	CC[C@]12C(=O)N(C)C[C@H]([C@@H]3C(=O)N(C)C(=O)[C@@H]31)N2C(=O)c1ccc(F)cc1	i	i	5.6
53	CN(C)c1ccc(C(O)c2cc3ccccc3s2)cc1 (stereo not given)	i	i	2.5
54	COc1cc2c(cc1OC)CN(C1CCCN(Cc3cccc(C(C)=O)c3)C1)CC2 (stereo not given)	i	i	-5.8
55	O=C(Cc1ccccc1[N+](=O)[O-])NCC(O)c1ccc2c(c1)OCO2 (stereo not given)	i	i	-3.9
56	COc1ccc(C(CNc2ccc(S(=O)(=O)N3CCN(C)CC3)cc2[N+](=O)[O-])N(C)C)cc1 (stereo not given)	i	i	-6.5
57	CN(Cc1cnc2nc(N)nc(N)c2n1)c1ccc(C(=O)NC(CCC(=O)O)C(=O)O)c2ccccc12 (stereo not given)	i	i	1.4
58	CCC(=O)c1cc(Br)ccc1OCC(=O)N1CCN(S(=O)(=O)c2ccccc2)CC1	i	i	9.7
59	CCOC(=O)c1sc(N)nc1C(F)(F)F	i	i	3.6
60	COC1=CC(=O)OC(c2ccco2)C1 (stereo not given)	i	i	1.2

Individual results from the list.
no. 54 @ DYRK1A inh = -5.8
no. 58 @ DYRK1A inh = 9.7
no. 53 @ DYRK1A inh = 2.5

Continuation:
#	SMILES	TMEM16A act	KCNK3 block	DYRK1A inh
61	Nc1c(N(Cc2ccco2)C(=O)COc2ccc(Cl)cc2)c(=O)[nH]c(=O)n1Cc1ccccc1	i	i	-0.8
62	CC1(C)C[C@H]2C3=CCC4[C@@]5(C)CC[C@H](O)[C@](C)(CO)C5CC[C@@]4(C)[C@]3(C)C[C@@H](O)[C@@]2(CO)[C@@H](O)[C@@H]1O (stereo not given in full)	i	i	-3.8
63	O=C(CCNC(=O)c1ccc([N+](=O)[O-])cc1)NC1CCCc2ccccc21 (stereo not given)	i	i	3.2
64	COc1ccc(C2/C=C\CN(S(=O)(=O)c3ccc(C)cc3)CC(=O)N2Cc2cccc(F)c2)cc1 (stereo not given)	i	i	-0.9
65	O=P(Cc1ccccc1)(Cc1ccccc1)c1ccccc1	i	i	0.2
66	Cc1ccc(Cl)cc1NC(=O)COC(=O)CN1C(=O)C2CCCCC2C1=O (stereo not given)	i	i	-0.7
67	CCN(CC)c1ccc2cc(-c3nnc(-c4ccncc4)o3)c(=O)oc2c1	i	i	5.3
68	CCN(C(=O)COC(=O)CNC(=O)c1cccs1)c1c(N)n(Cc2ccccc2)c(=O)[nH]c1=O	i	i	-1.7
69	CCOC(=O)c1c(C)n(-c2ccc(C)cc2)c2ccc(OCC(O)CN3CCN(C)CC3)cc12 (stereo not given)	i	i	-0.5
70	CN(Cc1ccccc1F)C(=O)C1CCCN(C(=O)c2ccc(Cl)cc2)C1 (stereo not given)	i	i	-0.8
71	CCOC(=O)C1CCCN(C(=O)C2CCN(Cc3nc(-c4ccc(Cl)cc4)oc3C)CC2)C1 (stereo not given)	i	i	2.0
72	CCOC(=O)C1=CN(Cc2cccc(F)c2)S(=O)(=O)N(CC)C1c1ccc2ccccc2c1 (stereo not given)	i	i	7.0
73	O=[N+]([O-])c1cccc(C([O-])=C(C(=S)Nc2cccc3ccccc23)[n+]2ccccc2)c1	i	i	-0.7
74	Nc1ccc2nc(N)sc2c1	i	i	-6.6
75	CCOc1ccc(NS(=O)(=O)c2ccc(C(=O)N(C)CC(=O)Nc3ccccc3Br)cc2)cc1	i	i	-1.7

Compound profiles (already shown). Order of values: TMEM16A act, KCNK3 block, DYRK1A inh
CCOC(=O)C1=CN(Cc2cccc(F)c2)S(=O)(=O)N(CC)C1c1ccc2ccccc2c1 (stereo not given) as listed: i, i, 7.0
CCOC(=O)c1c(C)n(-c2ccc(C)cc2)c2ccc(OCC(O)CN3CCN(C)CC3)cc12 (stereo not given) as listed: i, i, -0.5

Back to the main list; the 2 compounds before the break are reprinted first.
#	SMILES	TMEM16A act	KCNK3 block	DYRK1A inh
74	Nc1ccc2nc(N)sc2c1	i	i	-6.6
75	CCOc1ccc(NS(=O)(=O)c2ccc(C(=O)N(C)CC(=O)Nc3ccccc3Br)cc2)cc1	i	i	-1.7
76	Cc1nc(SCC(=O)N2c3ccccc3NC(=O)CC2C)c2c(C)c(C)sc2n1 (stereo not given)	i	i	-1.8
77	CC1CCCC=CC2CC(OC(=O)CN(C)C)CC2C(O)C=CC(=O)O1 (stereo not given)	i	i	-3.3
78	O=C(O)c1ccccc1C=NN=C1c2ccccc2-c2ccccc21	i	i	-7.5
79	Cc1nn(-c2ccccc2)c(C)c1C(=O)OCC(O)=C(C#N)c1nc2ccccc2[nH]1	i	i	4.1
80	CCOC(=O)CCCCCCCCC(=O)Nc1ccc(-n2[nH]c(=O)cc2C)cc1	i	i	1.2
81	C=CCN(c1ccccc1OC)S(=O)(=O)c1cccc(C(=O)NCC(c2ccc(OC)cc2)N2CCCC2)c1 (stereo not given)	i	i	-2.1
82	Nc1cc2[nH]c(=O)c3ccccc3c2cc1[N+](=O)[O-]	i	i	22.3
83	O=C1CSC(=S)N1N=Cc1ccc(Cl)s1	i	i	-5.3
84	Cn1c(=O)c2[nH]c(CCCCCCCCc3nc4ccccc4[nH]3)nc2n(C)c1=O	i	i	-3.9
85	C[n+]1cccc2cccc([O-])c21	i	i	-0.7
86	CC(=O)Nc1ccc(C=NNc2ccc([N+](=O)[O-])cn2)cc1	i	i	4.1
87	O=C(CCSCCC(=O)NN=Cc1cccc(Cl)c1)NN=Cc1cccc(Cl)c1	i	i	-6.3
88	CC(=O)N1CCN(S(=O)(=O)c2cccc(C(=O)OCc3ccc(C(C)(C)C)cc3)c2)CC1	i	i	-0.8
89	Cc1c(/C(O)=C2\C(=O)C(=O)N(CCCN(C)C)C2c2ccccc2)cnn1-c1ccccc1 (stereo not given)	i	i	-0.9
90	N#Cc1c(N)n(C2OC(CO)C(O)C2O)c2ncnc(N)c12 (stereo not given)	i	i	95.5*

(listing goes on)
#	SMILES	TMEM16A act	KCNK3 block	DYRK1A inh
91	CN(C)c1ncnc2[nH]ncc12	i	i	3.7
92	Cn1c(=O)c2[nH]c(NN=Cc3cccc(Br)c3)nc2n(C)c1=O	i	i	-1.3
93	CCN1C[C@@H]2[C@@H]3C(=O)N(C)C(=O)[C@@H]3[C@](Cc3ccccc3)(C1=O)N2C(=O)c1ccc(C)cc1	i	i	0.8
94	Cc1ccc(NC2(C#N)CCCC2)cc1	i	i	-2.4
95	CN(C1CCCCC1)S(=O)(=O)c1ccc2c(c1)CCC(=O)N2	i	i	-4.3
96	COc1ccc(S(=O)(=O)N2CCCCC2)cc1NC(=O)CCc1cc(OC)c(OC)c(OC)c1	i	i	-2.6
97	C(=NOCCc1ccccc1)c1ccncc1	i	i	2.8
98	Cc1ccc(C(=O)NCC(=O)NCC(c2ccco2)N2CCCCC2)cc1C (stereo not given)	i	i	14.3
99	CC1(c2ccc3c(c2)OCO3)NC(=O)N(CC(=O)Nc2ccccc2)C1=O (stereo not given)	i	i	12.6
100	COc1ccc(CN2CCN(C(=O)c3ccc(S(=O)(=O)N4CCCCCC4)cc3)CC2)cc1F	i	i	-4.8
101	O=c1[nH]cc(NCc2ccccc2)c(=O)[nH]1	i	i	-0.9
102	COc1cc2sc(-c3ccccc3OC)c(-c3ccc(OCCN4CCOCC4)cc3)c2cc1OC	i	i	-2.6
103	NS(=O)(=O)c1ccc(NC(=O)CN2CCN(S(=O)(=O)c3cccs3)CC2)cc1	i	i	1.8
104	Cc1cc(C)nc(NC(N)=NCCc2ccccc2)n1	i	i	1.1
105	CC(C)C(C)(C#N)NC(=O)COC(=O)C1CCN(S(=O)(=O)c2ccc3c(c2)OCCO3)CC1 (stereo not given)	i	i	-3.9
